Bioassay records deposited in PubChem by National Center for Advancing Translational Sciences (NCATS).
Vif-A3F inh: blocks the Vif interaction with APOBEC3F; Potency, µM (series often up to 46.1 µM), for the others: top-dose activity, negative = active; AID 602313; HeLa A3F-eYFP + Vif (tagged APOBEC3F with the HIV-1 protein that degrades it), YFP fluorescence increase; 0.2% of 390,000 active; also: potency is read from the fitted curve at half-maximal effect; % of control where 0% means no effect; nearly all actives have a fitted effect of over 65% in size
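Fluorescence increase (Ex 488/Em 500-530) after overnight compound treatment at 37 deg C flags inhibition of Vif-driven A3F-eYFP loss in stable HeLa A3F-eYFP/Vif cells seeded overnight beforehand.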
D1 antagonist: antagonists of human D1 dopamine receptor | P21728 | 3.2% of 360,000 active | activity change, negative = inhibition, % at 10 µM | HEK293 TREx D1 cells, calcium flux, dopamine EC80; active compounds read low; in the data active = activity change below about -30%; also: % is scaled to controls: 0 for no effect and ±100 for the full control effect
Target sequence (P21728 whole entry, looked up): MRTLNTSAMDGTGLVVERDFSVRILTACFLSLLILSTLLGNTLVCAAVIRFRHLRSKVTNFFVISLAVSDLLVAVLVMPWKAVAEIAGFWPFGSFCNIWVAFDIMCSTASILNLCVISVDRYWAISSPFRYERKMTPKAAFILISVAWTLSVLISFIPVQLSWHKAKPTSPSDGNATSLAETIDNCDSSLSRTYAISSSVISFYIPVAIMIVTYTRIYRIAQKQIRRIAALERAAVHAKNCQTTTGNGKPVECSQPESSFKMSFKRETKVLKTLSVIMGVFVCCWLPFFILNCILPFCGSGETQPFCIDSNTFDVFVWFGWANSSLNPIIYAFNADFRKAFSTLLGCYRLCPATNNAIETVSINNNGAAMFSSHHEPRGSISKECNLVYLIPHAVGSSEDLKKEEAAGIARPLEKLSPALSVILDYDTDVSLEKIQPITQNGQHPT
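Inducible Hek293 Trex D1 cells (tetracycline, overnight, 30 C). Calcium dye 30–90 min RT. Antagonist mode: EC80 dopamine added after 180 s compound read.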
D2 PAM: positively modulates the human D2 dopamine receptor allosterically. P14416. HEK293 T-REx D2, calcium flux, EC20 dopamine potentiation. potentiation, % at 10 µM. 0.34% of 340,000 active;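 active = potentiation over 3 SD above the plate norm, cut at about 30% in these data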; also: 0% is about no effect
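Tetracycline-induced Hek293 Trex D2 cells, force-coupled to calcium, loaded with no-wash calcium dye. Compound added with 180 s kinetic read for agonism, then EC20 dopamine and a further 180 s read for potentiation.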
Glioma ERSR ind: ER stress response induction in glioma; U87-MG GRP78 promoter luciferase reporter, 16 h; Potency, µM, for inactives: at the highest dose activation, actives largely listed as activators; 0.02% of 420,000 active; also: potency is read from the fitted curve at half-maximal effect; series mostly up to about 76 µM; % of control where 0% means no effect; nearly all actives have a fitted effect of over 35% in size
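Stably transfected U87-MG human glioma cells carrying a GRP78-based luminescent sensor were seeded at 1000 cells/well, pin-dosed with compounds and incubated 16 h. Luciferase reagent was then added, and end-point luminescence was read after 10 min at room temperature.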
RXFP1 agonist: activates the human relaxin receptor RXFP1. HEK293T-RXFP1 cAMP TR-FRET, 30 min; response scale: percent of porcine relaxin response, buffer zero. Potency, µM (titrated, usually from 57.5 µM), without a hit: at the highest dose activation, usual class: activators. 0.3% of 370,000 active. AID 2676; also: potency is read from the fitted curve at half-maximal effect; % is scaled to controls: 0 for no effect and ±100 for the full control effect; nearly all actives have a fitted effect of over 60% in size; many of its hits are not listed in these tables
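Agonist response is measured as cAMP accumulation in an RXFP1-transfected HEK293T line under PDE4 inhibition. Values are scaled between buffer-only and 29 nM porcine relaxin, and EC50s come from standard Hill equation fits.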
D1 ag: human D1 receptor agonism. P21728. HEK293 T-REx D1 cells, calcium flux, agonist mode. activation, % at 2 µM. 1% of 360,000 active. AID 504660; in the data active = activation above about 30%; also: 0% is about no effect
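Inducible HEK293 T-REx D1 cells, force-coupled to calcium signalling, were plated at 4000 cells/well with tetracycline and held overnight at 30 C. After no-wash calcium dye loading, compound-evoked calcium rise over 180 s flagged agonists.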
RXFP1 antagonist: antagonists of human relaxin receptor RXFP1; Q9HBX9; HEK293-RXFP1, relaxin-stimulated cAMP HTRF, 30 min; active compounds read low; activity change, negative = inhibition, % at 57.5 µM; 0.59% of 350,000 active;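 active = activity change of -60% or lower, but not beyond a set lower limit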; also: % is scaled to controls: 0 for no effect and ±100 for the full control effect
Vif-APOBEC3G blk: Vif-A3G binding inhibition. 0.076% of 410,000 active. AID 602310. HeLa A3G-eYFP + Vif (tagged APOBEC3G with the HIV-1 protein that degrades it), YFP fluorescence, overnight. Potency, µM (highest dose often 46.1 µM), for the others: top-dose activity, negative = active, most hits filed as inhibitors. Q9HC16;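 also: potency is read from the fitted curve at half-maximal effect; % is scaled to controls: 0 for no effect and ±100 for the full control effect; nearly all actives have a fitted effect of over 60% in size; hits raise eYFP signal because A3G escapes Vif-driven loss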
Target sequence (Q9HC16 whole entry, looked up): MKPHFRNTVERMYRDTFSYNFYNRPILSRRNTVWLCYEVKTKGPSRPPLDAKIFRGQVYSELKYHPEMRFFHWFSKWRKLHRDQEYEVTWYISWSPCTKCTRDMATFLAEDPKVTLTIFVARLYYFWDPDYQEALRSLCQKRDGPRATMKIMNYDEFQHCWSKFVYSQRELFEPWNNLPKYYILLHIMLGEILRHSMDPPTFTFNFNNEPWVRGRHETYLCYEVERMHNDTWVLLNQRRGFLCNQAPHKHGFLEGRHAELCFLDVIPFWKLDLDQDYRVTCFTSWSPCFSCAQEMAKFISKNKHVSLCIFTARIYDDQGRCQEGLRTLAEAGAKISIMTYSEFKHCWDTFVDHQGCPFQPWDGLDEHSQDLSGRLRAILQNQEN
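HeLa cells stably expressing Vif and C-terminally eYFP-tagged A3G, seeded overnight at 37 deg C, then exposed to compound by pintool overnight at 37 deg C. Rise in yellow fluorescence (Ex 488/Em 500-530, Acumen) marks blocked Vif-driven A3G degradation.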
D1 PAM: potentiators of human D1 dopamine receptor; 0.036% of 360,000 active; HEK293 TREx D1 cells, calcium flux, dopamine EC20 potentiation; AID 504651; potentiation, % at 10 µM; P21728; in the data active = potentiation above about 30%; also: 0% is about no effect
An asterisk follows results filed as active; x = no result given; & = joins results of further samples; ! = a repeat was not active. Unless noted, calls follow the shape of the dose curve; as a rule, active = well fitted curve in the direction sought with a large enough effect; inconclusive = small, poorly fitted or top-dose-only effect, or another doubt; inactive = no such curve, though single readings can be large; an effect the other way counts as inactive or inconclusive.

SMILES	Vif-A3F inh	D1 antagonist	D2 PAM	Glioma ERSR ind	RXFP1 agonist	D1 ag	RXFP1 antagonist	Vif-APOBEC3G blk	D1 PAM
Cc1cc(C)cc(NC(=O)CN2CCN(c3ncccn3)CC2)c1	-1%	20	5	-4%	-2.2%	7	21	-1%	3
CCc1nn(CC(=O)NCCc2ccc(Cl)cc2)c(=O)c2cc3c(OC)cccc3n12	-3%	13	16	3%	9.4%	0	-4	4%	-3
O=C(Nc1ccc2c(c1)OCO2)C1CCN(S(=O)(=O)Cc2ccccc2)CC1	-5%	-8	9	-2%	1.8%	0	-4	1%	-3
CCc1cccc(C)c1Nc1c(-c2cccc(O)c2)nc2cnccn12	5%	-2	-4	-2%	20%	0	x	-22%	1
CNC(=O)CC12CC3CC(CC(C3)C1)C2	0%	0	0	-4%	-0.7%	1	10	2%	0
O=C(O)CCc1ccc(-c2cccs2)n1CC(=O)Nc1ccccc1C(F)(F)F	-3%&-1%	-39*!	2&2	-4%&-3%	0.1%&1.7%	2&10	-30&-17	-11%&-3%	-3&-1
CC(C)(C)c1ccc(-n2ncc3c2CCCC3NC(=O)CCN2CCCC2=O)cc1 (stereo not drawn)	2%	-17	8	-3%	-0.7%	3	1	1%	-4
O=C(Nc1ccccc1Cl)O/N=C/c1ccncc1	-3%	x	x	-3%	x	x	-4	-3%	x
Cc1ccc(S(=O)(=O)N(C)c2cc(S(N)(=O)=O)c(C)cc2C)cc1	-3%	1	0	-4%	-0.2%	-1	-9	-9%	0
Cc1cccc(-c2noc(CNC(=O)c3ccccc3Br)n2)c1	14%	-4	-7	0%	0.0%	10	-4	1%	-3
CC(C)Cn1c(SCc2cccc(F)c2)nc2ccsc2c1=O	8%	0	-6	-3%	-0.9%	25	x	-1%	2
Cc1c(C(=O)Nc2ccc(F)c(F)c2)oc2ccc(S(=O)(=O)N(C)C3CCCCC3)cc12	-6%	-24	-13	-2%	4.9%	-2	-7	-1%	-2
COC(=O)C1SCC2C(=O)N(Cc3ccccc3)CC(=O)N21 (stereo not drawn)	1%	-1	7	-5%	-3.1%	2	2	0%	-1
Cc1c(Cl)cccc1NC(=O)c1cccc(OC(F)F)c1	3%	-8	5	0%	-0.1%	7	1	3%	-2
O=C(c1cc2cc(Br)cc(Br)c2oc1=O)N1CCCC1	1%	13	1	-4%	1.5%	0	-12	-4%	-6
CC(C(=O)Nc1cccc(C#N)c1)n1nc(-c2ccccc2)c2c(c1=O)CCCC2 (stereo not drawn)	4%	-9	-3	0%	0.1%	1	x	3%	0
CCOC(=O)C(=CNc1cc(C)nn1C(C)(C)C)C(=O)OCC	7%	-6	4	-1%	1.5%	2	-7	0%	0
O=[N+]([O-])c1ccc(N2CCN(C(=S)NCc3ccc(Cl)cc3)CC2)cc1	-11%	-1	-9	-6%	-1.7%	6	-9	-5%	-4
COc1ccc(Nc2ncccc2C(=O)NCc2ccccc2)cc1	-15%	-2	4	2%	0.0%	3	-3	-1%	2
CCCCc1c(C)nc2ccc(C)cc2c1SCCC(=O)O	-1%	-9	-7	-2%	13%	2	19	0%	3

Reformatted: results already given
Values run as follows: Vif-A3F inh | D1 antagonist | D2 PAM | Glioma ERSR ind | RXFP1 agonist | D1 ag | RXFP1 antagonist | Vif-APOBEC3G blk | D1 PAM
Cc1cc(C)cc(NC(=O)CN2CCN(c3ncccn3)CC2)c1
    -1% | 20 | 5 | -4% | -2.2% | 7 | 21 | -1% | 3
CCc1nn(CC(=O)NCCc2ccc(Cl)cc2)c(=O)c2cc3c(OC)cccc3n12
    -3% | 13 | 16 | 3% | 9.4% | 0 | -4 | 4% | -3
O=C(Nc1ccc2c(c1)OCO2)C1CCN(S(=O)(=O)Cc2ccccc2)CC1
    -5% | -8 | 9 | -2% | 1.8% | 0 | -4 | 1% | -3
CCc1cccc(C)c1Nc1c(-c2cccc(O)c2)nc2cnccn12
    5% | -2 | -4 | -2% | 20% | 0 | x | -22% | 1
CNC(=O)CC12CC3CC(CC(C3)C1)C2
    0% | 0 | 0 | -4% | -0.7% | 1 | 10 | 2% | 0
O=C(O)CCc1ccc(-c2cccs2)n1CC(=O)Nc1ccccc1C(F)(F)F
    -3%&-1% | -39*! | 2&2 | -4%&-3% | 0.1%&1.7% | 2&10 | -30&-17 | -11%&-3% | -3&-1
CC(C)(C)c1ccc(-n2ncc3c2CCCC3NC(=O)CCN2CCCC2=O)cc1 (stereo not drawn)
    2% | -17 | 8 | -3% | -0.7% | 3 | 1 | 1% | -4
O=C(Nc1ccccc1Cl)O/N=C/c1ccncc1
    -3% | x | x | -3% | x | x | -4 | -3% | x
Cc1ccc(S(=O)(=O)N(C)c2cc(S(N)(=O)=O)c(C)cc2C)cc1
    -3% | 1 | 0 | -4% | -0.2% | -1 | -9 | -9% | 0
Cc1cccc(-c2noc(CNC(=O)c3ccccc3Br)n2)c1
    14% | -4 | -7 | 0% | 0.0% | 10 | -4 | 1% | -3
CC(C)Cn1c(SCc2cccc(F)c2)nc2ccsc2c1=O
    8% | 0 | -6 | -3% | -0.9% | 25 | x | -1% | 2
Cc1c(C(=O)Nc2ccc(F)c(F)c2)oc2ccc(S(=O)(=O)N(C)C3CCCCC3)cc12
    -6% | -24 | -13 | -2% | 4.9% | -2 | -7 | -1% | -2

Following part
SMILES	Vif-A3F inh	D1 antagonist	D2 PAM	Glioma ERSR ind	RXFP1 agonist	D1 ag	RXFP1 antagonist	Vif-APOBEC3G blk	D1 PAM
COc1ccc(/C=N/n2c(=O)[nH]c3c([nH]c4ccc(Br)cc43)c2=O)cc1CN1CCOCC1	-6%	-28	-1	-5%	-2.8%	2	-2	-10%	-3
O=C(C(=O)N1CCCc2ccccc21)N1CCCc2ccccc21	9%	18	-8	2%	0.2%	5	-9	0%	1
Cc1noc(C)c1CSCC(=O)N(C)CC(=O)Nc1ccc(Cl)c(C(F)(F)F)c1	0%	-18	-9	-5%	1.5%	8	19	-1%	-4
CC(O)CNC12CC3CC(CC(C3)C1)C2 (stereo not drawn)	3%	8	5	-5%	1.9%	4	-3	1%	5
CCOC(=O)C1(CCOC)CCN(Cc2cc3ccccc3s2)CC1	2%	-14	11	-4%	0.1%	4	-16	0%	-8
O=C(Nc1ccccc1)/C(=C\c1ccncc1)NC(=O)c1ccccc1	3%	-7	-5	0%	-0.1%	1	2	2%	-13
O=C(Cc1ccc(-c2ccccc2)cc1)NCCS(=O)(=O)N1CCN(c2ccccc2)CC1	-4%	-4	1	-2%	-3.2%	4	2	2%	-3
Cc1cc(C)c2c(c1)c1nnc(SCCN3CCCCC3)nc1n2C	6%	7	-10	-12%	8.1%	0	19	5%	0
CCN(CC)S(=O)(=O)c1ccc(F)c(C(=O)NCCCN2CCOCC2)c1	0%	10	6	2%	2.0%	3	-6	1%	8
NC(=O)c1ccc(NC(=O)COC(=O)c2cccc(Oc3ccccc3)c2)cc1	-20%	3	16	-4%	-0.4%	6	-15	-4%	6
Cc1nnc(SCC(=O)Nc2cc(S(=O)(=O)N3CCCC3)ccc2Cl)s1	3%	-22	-1	-2%	3.2%	5	-4	2%	-6
Cc1nnc(SCC(=O)Nc2cc(C(F)(F)F)ccc2Cl)n1C	-2%	-2	-5	3%	4.6%	4	-1	-5%	-3
COc1ccccc1CC(=O)Nc1ccc(-c2noc(COc3ccc(Br)cc3)n2)cc1	-2%	8	9	0%	7.2%	10	-9	-9%	-1
COc1ccc(C)cc1NC(=O)c1ccc(NC(=O)CC2SC(N3CCCC3)=NC2=O)cc1 (stereo not drawn)	11%	-8	4	-7%	1.6%	5	7	2%	-1
Cc1nnc(SCC(=O)NC(C)(C)C)n1NCc1cccc(Br)c1	14%	6	5	-4%	4.2%	7	3	1%	5
CCOc1cc2[nH]c(=S)n(Cc3ccc(C(=O)NCCCN4CCOCC4)cc3)c(=O)c2cc1OCC	4%	-8	4	8%	0.1%	1	-19	0%	-6
C=C(C)Cn1c(SCC(=O)N/N=C/c2ccccc2OCC(=O)O)nnc1-c1ccc(Br)cc1	4%	3	5	-2%	-0.8%	1	-2	0%	-4
O=[N+]([O-])c1ccc(/C=N/n2c(C3CCCCC3)n[nH]c2=S)cc1	-13%	25	-3	-4%	-0.6%	3	-13	-1%	-3
CCN(CC)C(=O)COC(=O)C1=NN(c2cc(C)ccc2C)C(=O)CC1	2%	5	6	5%	-0.1%	5	18	2%	-9
CC(=O)NCCOc1c(C)cc(S(N)(=O)=O)cc1C	12%	-21	-3	1%	3.0%	2	-3	1%	-5
O=C(c1ccc(NS(=O)(=O)c2ccc(Cl)cc2)cc1)N1CCOCC1	-2%	5	13	-4%	0.0%	1	3	-4%	-1
Cc1ccc(S(=O)(=O)N(Cc2ccc(Cl)cc2)c2ccccc2C(=O)NCc2ccco2)cc1	3%	0	6	-7%	-0.3%	7	-8	-15%	0
CCOC(=O)c1sc(NC(=O)C(CC)OC(=O)c2ccco2)nc1C (stereo not drawn)	10%	0	x	-2%	-0.6%	5	-14	-7%	1
O=C(COc1ccc(Cl)cc1)OCc1ccc(Cl)cc1	-6%	x	x	-4%	x	x	-4	4%	x
COc1ccc(/C=N/NC(=O)CCn2cnc3ccccc32)cc1	0%	-51*	-8	6%	1.4%	4	-11	-6%	-4
COc1ccccc1N1CCN(Cc2nc(N)nc(Nc3ccccc3)n2)CC1	-4%	-7	-24	-5%	-0.4%	1	-2	-1%	-2
CC(C)CN(/C=N/c1sc2c(c1C#N)CCCCC2)CC(C)C	2%	6	2	-12%	0.7%	1	-5	0%	3
COc1ccccc1CNC(=O)C1CCN(S(=O)(=O)c2ccc3c(ccn3C)c2)CC1	2%	-5	13	-2%	3.8%	6	-10	-4%	-4

This is a subset; the hit share may differ from the screen's.
